# Assay outcomes from PubChem BioAssay.
# HTR2A ag = mouse Htr2a agonists via beta-arrestin recruitment, primary screen, cell-based, luminescence; CHO-K1 mHTR2A beta-arrestin complementation; percent of 30 µM serotonin response; activation, % at 7.6 µM; 360,000 tested, 0.66% active; 5-hydroxytryptamine receptor 2A (Mus musculus), P35363;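 active means activation above a run cutoff, the mean activation of all tested compounds plus 3 SD, cut at about 14% in these data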;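 further: 0% = plate median of compound wells and 100% = 30 µM serotonin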
# Target sequence (P35363 whole entry, looked up): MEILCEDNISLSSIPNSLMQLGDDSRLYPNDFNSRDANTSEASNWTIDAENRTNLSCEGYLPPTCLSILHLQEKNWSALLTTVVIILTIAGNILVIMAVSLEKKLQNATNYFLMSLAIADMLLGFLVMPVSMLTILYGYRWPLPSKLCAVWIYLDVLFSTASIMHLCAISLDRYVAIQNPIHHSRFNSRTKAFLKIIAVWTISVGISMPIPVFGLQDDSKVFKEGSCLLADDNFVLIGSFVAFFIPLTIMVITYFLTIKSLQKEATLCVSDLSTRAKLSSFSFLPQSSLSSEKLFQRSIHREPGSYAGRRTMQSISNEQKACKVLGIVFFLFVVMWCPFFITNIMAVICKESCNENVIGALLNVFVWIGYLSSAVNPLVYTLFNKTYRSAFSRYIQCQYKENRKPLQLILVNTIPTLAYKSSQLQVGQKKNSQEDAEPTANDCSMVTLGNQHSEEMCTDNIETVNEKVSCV
# aDG glyco up = activators of alpha-DG glycosylation, primary screen, uHTS, Pro5-aDG cells, AlphaScreen | alpha-DG glycosylation AlphaScreen (IIH6); 0% Pro5, 100% B10-LARGE cell signal | activation, % at 10 µM | 360,000 tested, 0.22% active;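 active means activation of at least 8% versus controls, or a plate z-score of at least 8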;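 further: Pro5 are CHO cells carrying HIG-tagged alpha-DG that lacks glycosylation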
# PDI turbidity = inhibitors of human PDI, primary screen, biochemical, turbidity, single point, plate reader | inhibition, % at 10 µM | Protein disulfide-isomerase (Homo sapiens), P07237 | PDI insulin aggregation turbidity, A650, 90 min | 350,000 tested, 0.052% active;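 active means mean inhibition across replicates of 30% or more, whatever share of single replicates reach that level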;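 further: absorbance from insulin aggregation driven by PDI reduction with DTT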
# Target sequence (P07237 whole entry, looked up): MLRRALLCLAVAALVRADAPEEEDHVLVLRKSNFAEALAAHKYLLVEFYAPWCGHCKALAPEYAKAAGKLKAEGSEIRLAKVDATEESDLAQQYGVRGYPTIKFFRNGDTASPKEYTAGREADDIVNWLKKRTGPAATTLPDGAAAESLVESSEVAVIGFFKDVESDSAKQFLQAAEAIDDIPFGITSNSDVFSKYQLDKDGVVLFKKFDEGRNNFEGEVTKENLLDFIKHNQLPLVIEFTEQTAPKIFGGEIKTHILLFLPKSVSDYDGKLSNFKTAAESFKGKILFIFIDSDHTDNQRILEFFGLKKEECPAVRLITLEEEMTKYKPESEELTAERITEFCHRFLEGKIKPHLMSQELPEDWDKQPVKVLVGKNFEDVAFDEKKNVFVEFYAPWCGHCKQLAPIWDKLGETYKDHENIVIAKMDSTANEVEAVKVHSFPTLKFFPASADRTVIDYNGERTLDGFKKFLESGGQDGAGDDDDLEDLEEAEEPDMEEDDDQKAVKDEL
# Vif imaging = HIV Vif self-association inhibitors, primary screen, imaging, HEK293T, single point. HEK293T cells, Vif self-association by quenched fluorescence, 24 h. inhibition, % at 7.49 µM. 340,000 tested, 0.35% active. AID 602346, 2012; in the data active means inhibition above about 50%, passing the limit was not always enough; further: some results filed as inactive read as strong as hits
# CaV13 FRET inh = Primary screen for inhibitors of IQ motif and Ca2+-dependent inactivation inhibitor domain binding in CACNA1D, Förster resonance energy transfer in living cells, …; HEK cells, CFP/YFP FRET ICDI-IQ, plate reader, 10 min; percent FRET-ratio fall versus neutral wells; inhibition, % at 12.3 µM; 340,000 tested, 0.098% active; AID 743397;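 active means mean replicate inhibition of at least 30% and at least 1% of replicates passing that level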;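 further: 0% = median of the neutral control wells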
# Granule exo inh = LAMP-1 surface exposure blockers, TALL-104 cells – cell-based, flow cytometry, MLPCN library, primary screen | 360,000 tested, 0.66% active | TALL-104 LAMP-1 surface exposure; cells stimulated with thapsigargin and PMA | inhibition, % at 10 µM | AID 651702, 2012;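 active means inhibition above about 55%, limit read from the data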
# H9c2 protect = cardioprotection against H2O2-induced cell death, primary screen, uHTS, H9c2 cells, ATPLite luminescence; protection from H2O2 cell death, % at 20 µM; H9c2 cardiomyocytes, H2O2 injury protection, 2 h; AID 588492, 2011; 360,000 tested, 0.63% active;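 active means compounds giving at least 50% protection of heart cells from peroxide-induced death in the single-dose screen, raw or plate-pattern-corrected value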;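 further: 0% = DMSO wells with peroxide and 100% = DMSO wells without peroxide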
# Glyco luc inh = increase of ERlucT glycosylation luciferase signal, primary screen, N-linked glycosylation inhibitor project, D54 ERlucT cells, luminescence, set 2; AID 588692, 2011; D54 ERlucT glycosylation luciferase reporter, 24 h; percent of 100 nM tunicamycin response; reporter increase, % at 12.5 µM; 360,000 tested, 0.23% active;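 active means mean luciferase reporter signal, scaled so untreated is 0 and the glycosylation-blocking control 100, at or above a set limit in every replicate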;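 further: luciferase carries N-glycosylation sites so blocking glycosylation raises the light; 0% = median of neutral control wells and 100% = median of 100 nM tunicamycin wells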
# ABCB6 inh MLPCN = ABCB6 transporter inhibitors, primary screen, K562-ABCB6 cells, flow cytometry, MLPCN library; ATP-binding cassette sub-family B member 6 (Homo sapiens), Q9NP58; K562-ABCB6 porphyrin accumulation, 1 h; active compounds read low; fluorescence ratio to DMSO, % at 10 µM; 360,000 tested, 0.19% active; AID 602162, 2011;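 active means fluorescence ratio to DMSO below 75%, the collection mean minus 3 SD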;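 further: signal is porphyrin accumulated inside mitochondria; 100% equals median channel fluorescence of DMSO control wells; lower ratio means ABCB6 inhibition with less porphyrin fluorescence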
# hiPSC survival = enhancers of single-cell hiPSC survival, primary screen, ATPlite luminescence | 360,000 tested, 0.044% active | AID 602274, 2012 | 100% = ROCK inhibitor wells, 0% = DMSO | survival enhancement, % at 20 µM; in the data active means survival enhancement above about 18%;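 further: cells exposed to compounds for 16 hours before the ATP read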
# An asterisk follows results filed as active; / = no result given; & = joins results of further samples.
# Each structure is followed by: HTR2A ag, aDG glyco up, PDI turbidity, Vif imaging, CaV13 FRET inh, Granule exo inh, H9c2 protect, Glyco luc inh, ABCB6 inh MLPCN, hiPSC survival
> c1ccc(CNc2ccc(CNc3ncn[nH]3)cc2)cc1
    -6, -0.1, -2, -6, -4, 0, -2, -2, 95, -1.5
> Cc1csc2ncnc(NCCc3ccccn3)c12
    -2, 10*, 3, 0, -5, -2, -30, -2, 98, -1.8
> CSc1ccc(Cn2c(C)c(C(=O)NCc3cccc(Cl)c3)sc2=O)cc1
    -3, 0.0, -7, -2, 42*, 1, -2, -8, 95, -0.8
> CC(=O)Nc1ccc(NC(=S)NC(=O)c2oc3ccccc3c2C)cc1
    5, 0.0, -2, 1, -2, -3, 1, 1, 104, 2.0
> COCCCNC(=O)c1ccc(CS(=O)(=O)c2ccccc2OC)o1
    5, 0.0, 7, 9, -5, -3, -5, 2, 106, 2.4
> O=C(CN1CCN(c2ccc(Cl)cc2)CC1)c1ccccc1
    14, -0.1, -2, -12, -7, 5, 20, -1, 102, 1.0
> NC(=O)C1CCN(C(=O)CSc2ncccn2)CC1
    1, 0.0, 2, 28, -2, -1, 1, 1, 101, 0.3
> CC1CCCCN1C(=O)C(=O)c1cn(CC(=O)N2CCCCCC2)c2ccccc12 (centres undefined)
    -2, -0.1, 1, -11, -2, -3, -5, -3, 103, -0.1
> C=CCNc1nnc(SC2CC(=O)N(c3ccc(OCCC)cc3)C2=O)s1 (centres undefined)
    -2, -0.1, 3, -2, -5, 66*, -43, 0, 80, -1.3
> CC(=O)Nc1cccc(NS(=O)(=O)c2cccc3nsnc23)c1
    -5, -0.3, 10, 14, -5, 0, 12, 2, 395, 4.8
> O=C(N/N=C/c1cccc(O)c1)c1cc(C2CC2)nc2ccccc12
    -9, -0.1, -1, 0, -7, -4, 0, 5, 108, -0.3
> CCOC(=O)N1CCC(c2cc(=O)n3[nH]c(C)c(-c4ccc(F)cc4)c3n2)CC1
    -1, 0.0, 13, 20, -5, 0, 6, 1, 101, -2.4
> CCN(CC)CCCn1c2c(c(SCC(=O)Nc3ccc(OC(F)(F)F)cc3)nc1=O)CCC2
    -8, 0.1, -7, -4, -14, 16, 1, 0, 95, -0.4
> Cc1cc(C)c(NC(=O)CSc2nc3ncc(Cl)cc3[nH]2)c(C)c1
    0, 0.2, 4, -2, -7, 3, 0, 0, 102, 0.1
> c1ccc(-c2cnc(SCCN3CCOCC3)n2CC2CCCO2)cc1 (centres undefined)
    -2, -0.2, -8, /, 0, 0, 7, 1, 86, -0.6

# Continued.
# Each structure is followed by: HTR2A ag, aDG glyco up, PDI turbidity, Vif imaging, CaV13 FRET inh, Granule exo inh, H9c2 protect, Glyco luc inh, ABCB6 inh MLPCN, hiPSC survival
> CCC(=O)Nc1nc(CC(=O)Nc2ccccc2)cs1
    1, 0.1, 1, -16, -8, 3, 0, 1, 93, -1.0
> COCCCNc1nc(-c2ccc(Cl)cc2)nc2ccccc12
    -7, 0.2, 0, -4, -19, 55, -12, -3, 91, 0.0
> CCOC(=O)C1Nc2ccc(C(F)(F)F)cc2C2c3ccccc3CC12 (centres undefined)
    -5, 0.5, 0, 2, -6, -2, 2, 1, 100, -0.9
> CCOC(=O)C1=C(C)Nc2ccc(C)cc2S1
    1, -0.3, -5, -1, -2, 2, 6, -1, 96, -0.8
> Cc1csc(CN(C)C(=O)CC2C(=O)NCCN2Cc2ccccc2C)n1 (centres undefined)
    0, -0.2, -3, 13, -5, 9, 11, 0, 95, -0.5
> Cc1cc(NS(=O)(=O)c2ccc(NC(=O)N[C@H](C(=O)O)C(C)C)cc2)no1
    -4, -0.1, 6, 0, -12, -8, 3, 1, 97, 1.6
> Oc1ccc(C2=NNC(=NCc3ccc4c(c3)OCO4)SC2)c(O)c1
    -2, -0.3, 20, -4, -4, 24, 5, 21, 122, 0.3
> CCOC(=O)C1=C(C)NC(=S)NC1c1ccc(OCC(=O)N2CCCCC2)cc1 (centres undefined)
    -1, -0.2, -1, 1, -2, -5, -3, -2, 98, -0.2
> CCOc1cc(/C=C2\C(=N)N3N=C(S(=O)(=O)CC)SC3=NC2=O)ccc1OC(=O)c1ccco1
    -5, -0.3, 2, -8, -17, 2, 5, -3, 93, 3.2
> CCn1nccc1C(=O)Nc1ccc(Cl)c(Cl)c1
    -2, 0.3, 5, /, /, -1, -5, -2, 179, 1.6
> CC(=O)c1ccccc1NC(=O)c1ccc(N2CCCC2=O)cc1
    2, -0.3, -1, -9, -7, -4, -12, -1, 98, -0.6
> Cc1ccc(-n2ncc(Br)c(Br)c2=O)cc1
    -2, -0.7, 0, 9, /, 15, -25, 7, 105, -4.2
> S=C(NCCc1ccccn1)Nc1ccc(Cl)c(Cl)c1
    4, 0.5, -8, 1, -4, 1, -2, -2, 97, -0.7
> Cc1nn(CC(=O)NC2CCS(=O)(=O)C2)c(C)c1S(=O)(=O)N(C)C (centres undefined)
    -1, 0.3, 3, -3, -2, -3, 4, 2, 93, -0.3
> O=C(CN1CCN(c2cccc(C(F)(F)F)c2)CC1)N(C1CC1)C1CCS(=O)(=O)C1 (centres undefined)
    -4, -0.2, -2, 0, -5, -3, 0, 2, 98, -3.9

# Exported in CSV form: 2 of the compounds above.
SMILES,HTR2A ag,aDG glyco up,PDI turbidity,Vif imaging,CaV13 FRET inh,Granule exo inh,H9c2 protect,Glyco luc inh,ABCB6 inh MLPCN,hiPSC survival
Cc1nn(CC(=O)NC2CCS(=O)(=O)C2)c(C)c1S(=O)(=O)N(C)C (centres undefined),-1,0.3,3,-3,-2,-3,4,2,93,-0.3
CCn1nccc1C(=O)Nc1ccc(Cl)c(Cl)c1,-2,0.3,5,/,/,-1,-5,-2,179,1.6

# (continued)
# Each structure is followed by: HTR2A ag, aDG glyco up, PDI turbidity, Vif imaging, CaV13 FRET inh, Granule exo inh, H9c2 protect, Glyco luc inh, ABCB6 inh MLPCN, hiPSC survival
> CC(C)N1CCN(c2ccncc2S(=O)(=O)N2CCN(C)CC2)CC1
    -3, -0.2, -2, -1, -7, 7, 6, -1, 100, 2.7
> O=C(CSc1nnc(CNC(=O)c2ccco2)o1)Nc1cccc(Cl)c1
    -6, -0.1, -1, -3, -4, -1, -4, 1, 103, 1.2
> Cc1cc(NS(=O)(=O)c2ccc(NC(=O)c3ccco3)cc2)nc(C)n1
    2, 0.1, -8, -4, -6, 2, 1, 0, 93, 2.9
> Cn1c2c(c(=O)n(C)c1=O)CN(Cc1ccc(F)cc1)CN2
    -1, 0.0, 7, -2, /, 1, 14, 2, 117, 8.9
> CCOC(=O)C1=C[C@@H](C(C)(C)C)N(S(=O)(=O)c2ccc(C)cc2)[C@H]1c1ccc(C#N)cc1
    2, 0.2, /, 13, -4, 0, -2, -6, 102, 0.1
> COc1cccc(CNC(=O)C2CCCN(c3nc4ccccc4o3)C2)c1 (centres undefined)
    -4, 0.1, -7, 7, -8, 0, 6, 1, 104, 0.2
> O=C(OCCN1CCOCC1)c1cccnc1
    3&-4, 0.2&0.3, -3&-7, -12&1, -7&-9, 0&3, 0&-1, 2&1, 95&99, 1.6&-1.3
> Cc1cccc(N2CCC(N3CCN(C4CCCCC4)C(CCO)C3)CC2)c1C (centres undefined)
    -6, 0.8, -2, -3, -6, -1, 0, -2, 99, -1.0
> C=CCn1c(O)c2ccc(C(=O)N=NC(=O)COc3ccc(OC)cc3)cc2c1O
    -3, -0.2, 1, 4, -5, -1, -1, 2, 93, 0.0
> CC(C)OC(=O)c1cccc(NC(=O)c2ccccc2)c1
    -1, 5.7, -5, -6, -5, 0, -23, 0, 97, -1.2
> COc1ccccc1OCc1cc(C(=O)N(C)CCC2CCCCO2)no1 (centres undefined)
    7, 0.1, -4, 0, -6, 4, -2, -4, 107, -0.5
> COc1cc2c(cc1OC)CN(C(=O)/C=C/c1ccccc1[N+](=O)[O-])CC2
    0, 0.1, -1, -3, -2, -8, 1, 21, 100, 0.5
> COC(=O)c1cnn(-c2cc(Oc3ccccc3)ncn2)c1N
    -5, 0.1, -9, 5, -6, -3, 0, 4, 99, 2.3
> CN1C(=O)CSC1=Nc1ccc(Br)cc1
    -3, 1.3, -14, 22, -3, 33, -2, 0, 97, -0.7
> Cc1nc(SC2C=CS(=O)(=O)C2)n[nH]1 (centres undefined)
    -2, -0.1, 5, -5, -8, 4, -7, 1, 101, 8.1

# The list goes on.
# Each structure is followed by: HTR2A ag, aDG glyco up, PDI turbidity, Vif imaging, CaV13 FRET inh, Granule exo inh, H9c2 protect, Glyco luc inh, ABCB6 inh MLPCN, hiPSC survival
> Cc1ccccc1NC(=O)CSc1nc2ccc(Nc3nc(N4CCOCC4)nc(N4CCOCC4)n3)cc2s1
    0, 0.6, 7, -4, -9, -2, 32, -5, 89, -0.4
> CSc1sccc1/C=N/O
    7, 0.0, -7, -8, -5, -5, -7, 1, 100, -0.1
> CCCS(=O)(=O)c1snnc1C
    3, -0.1, 21, 18, -5, -1, 12, 1, 102, -1.5
> Cc1ccc2c(C)nc(SC(C(=O)c3ccccc3)c3ccccc3)nc2c1 (centres undefined)
    7, 0.1, -4, 3, -2, 0, -6, -2, 100, 0.9
> O=C(Nc1ccccc1Cl)C1CCCN(c2ncnc3c2nc2n3CCCCC2)C1 (centres undefined)
    9, 2.4, 7, -1, -4, -2, 0, 4, 95, -0.3
> CC(=NC1CCN(Cc2ccccc2)CC1)c1c(O)[nH]c(=O)[nH]c1=O
    2, 0.0, -14, 15, -4, 1, 2, 0, 96, -1.0
> COc1ccc(CCN2C(=O)c3cccc4c(C(=O)N5CCCCC5)ccc(c34)C2=O)cc1OC
    -2, -0.2, -12, 15, -15, 1, 28, -4, 86, 0.4
> CN(CCOc1ccccc1)CC(=O)Nc1ccc(S(=O)(=O)N2CCCC2)cc1
    1, 0.1, 1, -1, -4, 0, -8, -1, 99, -0.6
> CCN(CC)CCCNC(=O)c1ccc(OCC(=O)Nc2ccccc2C(F)(F)F)c(OC)c1
    -7, 0.2, 1, 32, -4, 4, 9, -2, 97, -0.5
> O=S(=O)(c1ccccc1)N1CCNCC1
    -1, -0.1, -4, -1, -21, 4, -3, 1, 97, 0.2
> CC(=O)c1cccc(N/C=C\C(=O)c2ccc(C)cc2)c1
    -1, 0.0, 12, -3, -20, -2, -17, -18, 98, -3.2

# Three of these compounds in a different format:
mol	HTR2A ag	aDG glyco up	PDI turbidity	Vif imaging	CaV13 FRET inh	Granule exo inh	H9c2 protect	Glyco luc inh	ABCB6 inh MLPCN	hiPSC survival
CCN(CC)CCCNC(=O)c1ccc(OCC(=O)Nc2ccccc2C(F)(F)F)c(OC)c1	-7	0.2	1	32	-4	4	9	-2	97	-0.5
O=S(=O)(c1ccccc1)N1CCNCC1	-1	-0.1	-4	-1	-21	4	-3	1	97	0.2
CC(=O)c1cccc(N/C=C\C(=O)c2ccc(C)cc2)c1	-1	0.0	12	-3	-20	-2	-17	-18	98	-3.2
